# Xi reactivation: X-chromosome reactivation activator; XiGFP mouse fibroblasts, % GFP-positive cells imaging, 3 d; cells co-treated with 5-aza-dC sensitizer; scaled so ellipticine positive control = 100%; activation, % at 7.58 µM; 360,000 tested, 0.055% active;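 active = mean normalized replicate activation at least 10% and every replicate at or above 10%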;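 also: 0% = median of on-plate neutral control wells and 100% = ellipticine 6 µM median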
#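 System: 68-5-11 XiGFP fibroblast line; Timing: 3 days compound exposure; Compound dosing: one concentration, pinned; Benchmarks: positive control ellipticine, 6 µM final; Buffer or medium: DMEM containing 5-aza-dC.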
# E-sel inducer: E-selectin induction on HUVECs | P16581 | HUVEC E-selectin immunofluorescence imaging; normalized: neutral wells 0, TNF-alpha wells 100 | activation, % at 7.58 µM | 260,000 tested, 0.37% active | AID 686992;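 active = mean E-selectin-positive cell signal at least 10% of the positive control, reached in at least 60% of replicates, without over 20% cell loss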;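 also: in these data hits start at about 27%; measured in HUVEC primary endothelial cells; signal is the percent of cells scored E-selectin positive by PE staining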
# Target sequence (P16581 whole entry, looked up): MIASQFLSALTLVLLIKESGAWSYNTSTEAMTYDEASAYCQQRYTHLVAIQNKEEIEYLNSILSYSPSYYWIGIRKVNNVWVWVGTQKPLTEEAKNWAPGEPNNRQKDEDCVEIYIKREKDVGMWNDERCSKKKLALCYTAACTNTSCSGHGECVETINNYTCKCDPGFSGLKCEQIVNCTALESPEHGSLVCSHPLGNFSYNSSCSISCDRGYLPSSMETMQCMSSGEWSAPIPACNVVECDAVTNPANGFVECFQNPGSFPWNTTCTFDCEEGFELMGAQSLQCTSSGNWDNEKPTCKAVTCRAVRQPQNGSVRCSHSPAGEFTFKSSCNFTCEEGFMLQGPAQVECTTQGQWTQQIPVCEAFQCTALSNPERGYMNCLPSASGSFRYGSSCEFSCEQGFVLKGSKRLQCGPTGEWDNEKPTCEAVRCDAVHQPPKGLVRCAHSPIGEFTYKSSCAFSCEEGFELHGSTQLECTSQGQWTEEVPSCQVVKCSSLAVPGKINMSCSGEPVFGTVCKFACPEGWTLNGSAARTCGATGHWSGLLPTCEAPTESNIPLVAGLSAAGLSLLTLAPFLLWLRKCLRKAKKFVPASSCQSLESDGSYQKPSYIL
#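 System: HUVEC, human umbilical vein endothelial cells; quantity: 3,000 cells/well; buffer or medium: EGM-2 medium, gelatin-coated wells; dosing: single-point compound dose; detection: immunofluorescence imaging; evaluation: % PE-positive cells; benchmarks: TNF-alpha, DMSO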
# FN deposit inh: fibronectin deposition inhibition; AH1F fibroblasts, Alexa488-fibronectin deposition fluorescence, overnight; inhibition, % at 12.6 µM; 350,000 tested, 0.086% active; AID 743247;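 active = mean inhibition across replicates of 30% or more, regardless of how many single replicates reach that level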;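 also: positive control wells lacked labelled fibronectin entirely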
#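 Measured by – fluorescence 485/525 nm · System – AH1F fibroblast monolayer, labelled fibronectin deposition · Amount – 10000 cells per well · Buffer or medium – serum-reduced DMEM (2% serum) · Doses – single dose, pinned · Also added – fluorescent fibronectin at 24 nM final · Schedule – 1 h cell attachment, overnight exposure to compound and label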
# esBAF inh: blocks esBAF chromatin remodeling in mouse ES cells; Bmi1-luciferase knock-in reporter, 24 h; 100% = twice the neutral-well signal; reporter increase, % at 12.5 µM; 350,000 tested, 2% active; in the data active = activation above about 40%;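 also: 0% = median of the plate's neutral control wells and 100% = double that signal; a rise in the Bmi1 reporter signal indicates esBAF inhibition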
# EWS-Fli inh: inhibitors of EWS/Fli oncoprotein transcriptional activity | A673 NR0B1-luciferase reporter, viability-normalised | inhibition, % at 12.6 µM | 350,000 tested, 0.67% active;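 active = mean inhibition of at least 50% after viability correction, with every replicate also passing that limit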;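 also: firefly luciferase signal divided by Alamar Blue viability fluorescence both relative to DMSO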
# RAD54 inh: RAD54 (human) branch migration inhibition | RAD54 Holliday junction branch migration, FAM/BHQ fluorescence | AID 602329 | 360,000 tested, 0.14% active | inhibition, % at 10.4 µM | Q92698;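 active = mean normalized replicate activity at least 40 and at least half of replicates scoring 40 or more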;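 also: 0% = median of neutral control wells and 100% = median of positive control wells; inhibitors cause a drop in the FAM fluorescence signal; in these data hits start at about 50%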
# RAD52 anneal inh: blocks human RAD52 DNA annealing; 360,000 tested, 0.46% active; inhibition, % at 18.7 µM; AID 651710; P43351; recombinant RAD52 DNA annealing, FRET fluorescence;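 active = every replicate showing at least 50% inhibition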
# Target sequence (P43351 whole entry, looked up): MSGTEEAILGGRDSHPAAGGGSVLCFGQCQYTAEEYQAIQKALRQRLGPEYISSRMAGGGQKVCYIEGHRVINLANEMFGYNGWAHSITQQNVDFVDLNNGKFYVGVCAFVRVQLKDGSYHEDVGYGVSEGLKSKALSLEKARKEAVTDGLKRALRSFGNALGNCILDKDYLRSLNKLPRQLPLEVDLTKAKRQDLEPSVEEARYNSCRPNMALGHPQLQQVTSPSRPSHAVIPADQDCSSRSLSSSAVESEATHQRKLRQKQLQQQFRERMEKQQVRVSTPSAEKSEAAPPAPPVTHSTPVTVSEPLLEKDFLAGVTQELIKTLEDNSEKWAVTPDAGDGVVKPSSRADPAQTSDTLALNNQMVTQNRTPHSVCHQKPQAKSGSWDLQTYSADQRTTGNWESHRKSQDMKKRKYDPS
# S100A4 inh HTS: S100A4-myosin IIA interaction inhibition. inhibition, % at 10.7 µM. S100A4/TAMRA-MyoIIA peptide fluorescence polarization. P26447. 360,000 tested, 0.14% active;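 active = mean inhibition of at least 70% across replicates, with every replicate also reaching that level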
#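 Test system: S100A4 monomer protein. Medium: HEPES buffer with Ca2+, pH 7.2. Reagent: fluorescent myosin IIA peptide, 5 nM. Compound dosing: single-point compound testing. Timing: 5 min between mix addition and reading. Benchmarks: DMSO neutral and TFP positive wells.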
# * marks the source's active call; other numbers are inactive results; . = no result given. No enrichment for hits; 3% or so of the library scored in one or more.
no.	Compound	Xi reactivation	E-sel inducer	FN deposit inh	esBAF inh
1	O=S1(=O)C[C@@H](N2CC[C@@H](O)C2)[C@H](COCc2ccccc2)N1	0.4	0.1	8.9	-9.0
2	O=C(NCCOc1ccccc1)c1ccc2c(c1)S(=O)(=O)c1cc(Cl)ccc1C2=O	0.1	-0.1	-6.8	3.3
3	CCN(CC)S(=O)(=O)c1ccc(NC2c3ccccc3C(=O)N2CCN2CCOCC2)cc1 (configuration not stated)	0.3	1.6	7.5	4.1
4	CCc1ccc(CN2CCSCC2)cc1	0.3	0.0	-4.6	0.2
5	COC(=O)C1=C(O)CSC1=Nc1ccc(C)cc1	0.1	.	5.4	-0.9
6	CC(CCc1ccc(O)cc1)NCc1ccc(Cl)cc1Cl (configuration not stated)	0.8	.	5.8	-1.8
7	C1=C(c2ccco2)N2CCN=C2S1	0.1	0.1	3.0	-6.0
8	O=C(COC(=O)COc1ccc(Cl)cc1)Nc1ccc(F)c([N+](=O)[O-])c1	0.0	1.7	5.4	.

no.	EWS-Fli inh	RAD54 inh	RAD52 anneal inh	S100A4 inh HTS
1	6.2	9.4	9.6	-2.8
2	16.7	-7.0	4.2	6.8
3	-0.8	-5.1	-3.1	1.6
4	0.3	-1.5	2.9	-6.9
5	6.7	-8.0	-6.6	-2.9
6	7.9	-3.6	1.2	-1.4
7	1.4	10.2	-6.8	1.2
8	.	-15.1	.	.

# Two records drawn at random from the list so far, as already listed:
no.	Compound	Xi reactivation	E-sel inducer	FN deposit inh	esBAF inh
7	C1=C(c2ccco2)N2CCN=C2S1	0.1	0.1	3.0	-6.0
6	CC(CCc1ccc(O)cc1)NCc1ccc(Cl)cc1Cl (configuration not stated)	0.8	.	5.8	-1.8

no.	EWS-Fli inh	RAD54 inh	RAD52 anneal inh	S100A4 inh HTS
7	1.4	10.2	-6.8	1.2
6	7.9	-3.6	1.2	-1.4

# Further entries follow:
no.	Compound	Xi reactivation	E-sel inducer	FN deposit inh	esBAF inh
9	Cn1c(CC(=O)Nc2ccccc2F)nnc1SCC(=O)Nc1nncs1	0.0	0.2	5.3	-2.2
10	CCOC(=O)C1=C(COC(=O)COc2ccc(C(=O)CC)cc2)NC(=O)NC1C (configuration not stated)	0.2	2.6	-0.5	-0.1
11	Cc1cc(C(=O)OCC(=O)NCCc2ccc(S(N)(=O)=O)cc2)c2ccccc2n1	-0.1	-0.3	-0.3	-9.3
12	CC(=O)N(C)C[C@H]1Oc2ncc(C#C[C@H](C)O)cc2C(=O)N([C@H](C)CO)C[C@H]1C	-0.1	-0.4	1.1	-0.3
13	C[C@@H]1CN([C@@H](C)CO)C(=O)Cc2cc(NS(=O)(=O)c3cccs3)ccc2O[C@@H]1CN(C)Cc1ccccc1	-1.1	0.1	.	4.2
14	CC(Sc1nc2cc([N+](=O)[O-])ccc2n1-c1cccc(C(F)(F)F)c1)C(=O)NC(N)=O (configuration not stated)	0.0	.	2.2	.
15	O=C(C[C@@H]1CC[C@H]2[C@@H](COC[C@@H](O)CN2S(=O)(=O)c2ccccc2F)O1)NCc1ccccc1Cl	0.2	0.0	-4.0	-1.0
16	C[C@@H]1CN([C@@H](C)CO)C(=O)Cc2cc(NC(=O)Cc3ccccc3)ccc2O[C@@H]1CN(C)S(=O)(=O)c1cn(C)cn1	0.2	-3.1	.	-0.7

no.	EWS-Fli inh	RAD54 inh	RAD52 anneal inh	S100A4 inh HTS
9	3.4	-5.9	-24.4	-5.6
10	4.4	.	-1.6	-1.6
11	1.7	11.0	-2.9	-7.2
12	-6.4	-1.8	15.2	-12.7
13	4.1	7.2	-7.8	1.1
14	31.0	-6.9	-8.7	8.3
15	-2.3	1.2	4.3	5.4
16	0.5	0.0	.	.

# Additional structures follow:
no.	Compound	Xi reactivation	E-sel inducer	FN deposit inh	esBAF inh
17	CCOc1cccc(C(=O)Nc2ccc3c(c2)OCCO3)c1	0.2	0.1	-4.5	-44.5
18	C[C@@H]1CCCCO[C@H](CN(C)S(=O)(=O)c2cn(C)cn2)[C@@H](C)CN([C@H](C)CO)C(=O)c2cc(NC(=O)NC3CCCCC3)ccc2O1	0.4	-0.2	.	-5.9
19	Cn1c(=O)n(CCCO)c(=O)c2c1nc1n2CCCN1Cc1ccccc1	0.0	.	-0.1	3.7
20	CC(C)C(=O)Nc1ccc2c(c1)C(=O)N(C)[C@H]1CC[C@@H](CC(=O)NC3CCCC3)O[C@H]1CO2	0.3	0.0	-1.5	3.2
21	COc1ccc2c3c(n(C)c2c1)[C@H](CO)N(C(=O)C1CC1)CC31CCN(C(=O)c2ccncc2)CC1	0.5	-0.2	.	.
22	Cc1cc(S(=O)(=O)N2CCCC2)ccc1OCC(=O)N1CCC(C(N)=O)CC1	0.0	.	7.4	1.1
23	COc1ccc(CCN(C)C(=O)c2cnc(C)cn2)cc1OC	0.1	1.3	5.1	-3.5
24	C/C(=C\c1cc2ccccc2o1)C1Nc2cccc3cccc(c23)N1	0.0	0.5	5.4	-1.8

no.	EWS-Fli inh	RAD54 inh	RAD52 anneal inh	S100A4 inh HTS
17	-15.0	-0.7	0.8	-11.3
18	-9.5	-0.9	-2.2	-8.2
19	2.2	-8.1	-3.0	-2.7
20	-2.0	1.1	-0.9	-19.9
21	8.4	.	8.0	1.0
22	1.0	-4.4	-5.5	1.8
23	-1.4	0.6	-3.9	8.0
24	-5.7	-15.4	-8.0	7.5

# Compound profiles, from the list above. Values in the order: Xi reactivation	E-sel inducer	FN deposit inh	esBAF inh	EWS-Fli inh	RAD54 inh	RAD52 anneal inh	S100A4 inh HTS
# C/C(=C\c1cc2ccccc2o1)C1Nc2cccc3cccc(c23)N1 is listed as 0.0	0.5	5.4	-1.8	-5.7	-15.4	-8.0	7.5
# CC(C)C(=O)Nc1ccc2c(c1)C(=O)N(C)[C@H]1CC[C@@H](CC(=O)NC3CCCC3)O[C@H]1CO2 is listed as 0.3	0.0	-1.5	3.2	-2.0	1.1	-0.9	-19.9
# CCOc1cccc(C(=O)Nc2ccc3c(c2)OCCO3)c1 is listed as 0.2	0.1	-4.5	-44.5	-15.0	-0.7	0.8	-11.3
# COc1ccc2c3c(n(C)c2c1)[C@H](CO)N(C(=O)C1CC1)CC31CCN(C(=O)c2ccncc2)CC1 is listed as 0.5	-0.2	.	.	8.4	.	8.0	1.0

# (continued)
no.	Compound	Xi reactivation	E-sel inducer	FN deposit inh	esBAF inh
25	C#CCNC(=O)C1CCN(c2ccc(S(=O)(=O)N3CCOCC3)cc2Cl)CC1	0.1	.	.	8.5
26	C=C1c2cc(C)c(C)cc2NC(=O)N1c1ccccc1	-0.1	-0.2	-7.0	11.8
27	COCCN(C(=O)CNC(=O)c1ccco1)C(C(=O)NC1CCCC1)c1ccccc1 (configuration not stated)	0.2	.	1.7	-3.2
28	CN1C(=O)c2cc(NC(=O)c3cccs3)ccc2OC[C@H]2O[C@@H](CC(=O)N3CCCCC3)CC[C@@H]21	0.0	0.0	-5.8	1.5
29	Cc1nnc(SCC(=O)NC(=O)NCCC(C)C)s1	0.0	.	-1.7	.
30	COc1ccccc1C(=O)NCCC(=O)NCC1COc2ccccc2O1 (configuration not stated)	-0.7	-0.7	0.8	1.0
31	Cc1noc(C)c1S(=O)(=O)Nc1cccc2c1O[C@@H](CN(C)Cc1ccc3c(c1)OCO3)[C@@H](C)CN([C@H](C)CO)C2=O	0.3	1.1	.	-1.7
32	Nn1c(Cc2cccc3ccccc23)nnc1SCCOc1ccc(F)cc1	-0.1	-0.3	-2.2	10.2

no.	EWS-Fli inh	RAD54 inh	RAD52 anneal inh	S100A4 inh HTS
25	10.7	1.1	-13.7	-13.1
26	3.3	2.9	-7.2	-7.0
27	2.6	8.8	-12.4	-6.7
28	2.6	-6.0	13.0	-1.1
29	-1.7	.	-0.5	3.7
30	-1.5	6.9	-3.5	-1.0
31	2.9	-1.6	-31.9	2.1
32	.	.	.	.

# (next part)
no.	Compound	Xi reactivation	E-sel inducer	FN deposit inh	esBAF inh
33	COc1ccccc1C1CCN(Cc2c(C)[nH]c3ccccc23)CC1	-0.1	.	4.5	.
34	c1csc(CNc2ncnc3ccc(-c4ccc5c(c4)OCO5)cc23)c1	0.0	0.3	6.8	0.0
35	CCCn1c(=O)c(C(=O)NCc2ccc3c(c2)OCO3)c(O)c2ccccc21	0.0	.	7.0	0.7
36	COc1ccc(S(=O)(=O)N(C)C[C@H]2Oc3c(NC(=O)c4ccc(-c5nccs5)cc4)cccc3C(=O)N([C@@H](C)CO)C[C@@H]2C)cc1	-1.1	.	-4.0	1.8
37	CC(/C=N/NC(=O)c1cccs1)=C\c1ccccc1	0.0	.	-19.3	38.4
38	O=C(Cn1nc(-c2ccccc2)ccc1=O)NCc1ccc2c(c1)OCO2	.	.	.	-4.6
39	O=C(CCS(=O)(=O)c1ccccc1)N(CCCN1CCOCC1)c1nc2c(F)cccc2s1	0.2	0.7	-13.1	-1.8
40	O[C@H]1C[C@H](c2ccc(Cl)cc2)N(CC2CCCCC2)C[C@@H]1n1cc(-c2ccc(F)cc2)nn1	0.1	-0.3	-0.9	-0.8

no.	EWS-Fli inh	RAD54 inh	RAD52 anneal inh	S100A4 inh HTS
33	9.3	17.4	-6.0	-7.3
34	1.2	-0.9	-11.0	7.7
35	13.0	-1.1	-0.8	-0.7
36	2.3	3.2	4.1	3.9
37	-167.5	6.8	-33.8	-13.2
38	-4.6	-2.3	10.8	-0.9
39	-36.2	-22.6	-1.8	-3.9
40	-11.2	2.5	-4.8	-4.0

# (listing goes on)
no.	Compound	Xi reactivation	E-sel inducer	FN deposit inh	esBAF inh
41	CCOC(=O)c1ccc(S(=O)(=O)N2CCN(C(C)=O)CC2)cc1	0.0	1.2	-12.2	-3.6
42	CC(C)NC(=O)N(C)C[C@H]1OCCCC[C@@H](C)Oc2ccc(NC(=O)Nc3ccc(C(F)(F)F)cc3)cc2C(=O)N([C@H](C)CO)C[C@@H]1C	0.1	0.1	2.3	-3.3
43	COc1ccc(NC(=O)CSc2nnc3n2CCCCC3)cc1S(=O)(=O)N(C)C	-0.1	.	-3.8	-0.9
44	CNC(=O)C1Cc2ccccc2CN1S(=O)(=O)c1ccc(OC)c(OC)c1 (configuration not stated)	-0.1	-0.2	-5.5	0.2
45	COc1ccc(NC(=O)Nc2ccc3c(c2)C(=O)N([C@@H](C)CO)C[C@@H](C)[C@@H](CN(C)C(=O)NC2CCCCC2)O3)cc1	0.0	-0.3	.	2.9

no.	EWS-Fli inh	RAD54 inh	RAD52 anneal inh	S100A4 inh HTS
41	-1.3	-9.2	-10.0	-12.4
42	-10.0	5.9	-9.1	1.1
43	-4.4	-2.6	-8.5	-9.5
44	14.2	-3.1	-6.7	-3.0
45	1.1	2.9	2.9	4.8

# An excerpt of these results, field by field.
41: CCOC(=O)c1ccc(S(=O)(=O)N2CCN(C(C)=O)CC2)cc1
  Xi reactivation: 0.0; E-sel inducer: 1.2; FN deposit inh: -12.2; esBAF inh: -3.6; EWS-Fli inh: -1.3; RAD54 inh: -9.2; RAD52 anneal inh: -10.0; S100A4 inh HTS: -12.4
43: COc1ccc(NC(=O)CSc2nnc3n2CCCCC3)cc1S(=O)(=O)N(C)C
  Xi reactivation: -0.1; E-sel inducer: .; FN deposit inh: -3.8; esBAF inh: -0.9; EWS-Fli inh: -4.4; RAD54 inh: -2.6; RAD52 anneal inh: -8.5; S100A4 inh HTS: -9.5

# From PubChem BioAssay
